CHO-K1 Ca antag – nonselective inhibitor or artifact in parental CHO-K1 cells; ATP-induced calcium, Fluo-8 fluorescence; inhibition, % at 3 µM; 360,000 tested, 0.6% active; AID 602250;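 active means inhibition above a per-plate cutoff, the plate's mean sample inhibition plus 3 SD, cut at about 24% in these data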;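 further: 0% = DMSO plus EC80 ATP and 100% = DMSO alone without ATP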
CHO-K1 Ca ag – nonselective activator or artifact in parental CHO-K1 cells. Fluo-8 calcium fluorescence; scaled to maximal ATP response, vehicle zero. activation, % at 3 µM. 360,000 tested, 0.48% active; in the data active means activation above about 15%;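 further: untransfected CHO-K1 host cells lacking M1 receptor as counterscreen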
GPR7 antag – blocks human GPR7 receptor signaling; P48145; GPR7-expressing cells, fluorescence antagonist assay; inhibition, % at 4.4 µM; 290,000 tested, 1.1% active; AID 1861; in the data active means inhibition above about 16%, passing the limit was not always enough;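 further: cells stimulated with the agonist NPW; 0% = agonist with vehicle and 100% = vehicle without agonist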
Target sequence (P48145 whole entry, looked up): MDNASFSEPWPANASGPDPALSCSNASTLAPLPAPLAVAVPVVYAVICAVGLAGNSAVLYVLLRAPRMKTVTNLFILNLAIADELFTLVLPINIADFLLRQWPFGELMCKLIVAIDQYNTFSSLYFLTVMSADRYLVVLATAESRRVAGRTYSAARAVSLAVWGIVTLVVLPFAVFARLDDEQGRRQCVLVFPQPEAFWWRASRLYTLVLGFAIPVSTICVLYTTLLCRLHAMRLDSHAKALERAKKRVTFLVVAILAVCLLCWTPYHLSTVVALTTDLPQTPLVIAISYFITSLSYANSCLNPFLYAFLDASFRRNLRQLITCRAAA
CHO parental Ca – counter-screen: ATP calcium response change in parental CHO cells; parental CHO-K1, ATP-induced calcium, Fluo-8 fluorescence; inhibition, % at 5.6 µM; 330,000 tested, 0.63% active;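 active means inhibition above that plate's mean sample inhibition plus 3 SD, cut at about 26% in these data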;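 further: 0% = ATP-challenged DMSO wells and 100% = DMSO wells without ATP; some compounds past the cut are filed as inactive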
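Material: Parental CHO cells | Reagent: ATP | Compound dosing: Single nominal dose of 5.6 µM per compound | Detection: Intracellular calcium via Fluo-8 no-wash fluorescent dye | Read-out: % inhibition of ATP-induced calcium mobilization | Benchmarks: Low control ATP plus DMSO, high control DMSO only | Replicates: Singlicate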
V1aR counter – counter-screen for oxytocin receptor agonists: human V1a receptor agonists; CHO-V1R cells, Fluo-8 calcium fluorescence, agonist mode; 0% DMSO, 100% 3 nM vasopressin; activation, % at 3 µM; 320,000 tested, 0.25% active;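 active means activation above the mean activation of all tested compounds plus 3 SD, per screening run, cut at about 20% in these data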;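 further: signal is peak over basal fluorescence ratio across a 100 second FLIPR read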
Target sequence (P37288 whole entry, looked up): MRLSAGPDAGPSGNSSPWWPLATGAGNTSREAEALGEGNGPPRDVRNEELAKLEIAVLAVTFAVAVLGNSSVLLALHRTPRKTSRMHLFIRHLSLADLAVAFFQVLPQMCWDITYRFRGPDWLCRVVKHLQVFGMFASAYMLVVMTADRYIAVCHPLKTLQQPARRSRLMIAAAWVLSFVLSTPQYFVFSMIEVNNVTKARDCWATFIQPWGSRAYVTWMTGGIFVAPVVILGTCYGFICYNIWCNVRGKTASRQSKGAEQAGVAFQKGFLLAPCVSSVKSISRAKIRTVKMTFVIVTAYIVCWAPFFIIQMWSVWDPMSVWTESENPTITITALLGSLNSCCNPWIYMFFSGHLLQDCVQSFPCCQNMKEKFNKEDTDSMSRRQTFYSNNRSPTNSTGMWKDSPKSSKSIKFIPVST
OXTR ag – activates the human oxytocin receptor. CHO-OTR cells, Fluo-8 calcium fluorescence; normalized: DMSO 0%, oxytocin 100%. AID 2435. activation, % at 3 µM. P30559. 320,000 tested, 0.32% active;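 active means activation above the mean of all tested compounds plus 3 SD, cutoff set per screening run, cut at about 20% in these data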;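 further: peak over basal fluorescence ratio from a 100 s FLIPR kinetic read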
CHO-K1 Ca PAM – M1 PAM counterscreen hit in parental CHO-K1 cells; ATP EC20, Fluo-8 calcium fluorescence; 0% at ATP EC20, 100% at ATP max; activation, % at 3 µM; 360,000 tested, 0.02% active;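 active means activation above the run cutoff, the mean activation of all test compounds plus 3 SD, cut at about 40% in these data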;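 further: peak over basal fluorescence ratio in a 140 s read after ATP addition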
OXTR potentiator – potentiators of human oxytocin receptor; P30559; CHO-OTR cells, Fluo-8 calcium fluorescence, potentiator mode; 0% = oxytocin EC15, 100% = EC100; activation, % at 3 µM; 320,000 tested, 0.061% active; AID 2445;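 active means activation above that plate's cutoff, the mean activation of tested compounds plus 3 SD, cut at about 6.6% in these data, passing the limit was not always enough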;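 further: 100% uses oxytocin at 75 nM as the full agonist control; some results filed as inactive read as strong as hits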
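Material: human OTR in CHO cells. Compound: 3.0 µM, one dose. Timing: compound 6 min at room temperature before oxytocin, 100 s read. Evaluation: % activation of max/min ratio relative to oxytocin controls. Replication: single well per compound, singlicate. Signal: Fluo-8 calcium dye fluorescence.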
TAAR1 antagonist – human TAAR1 antagonism; CHO RD-HGA16 TAAR1, Fluo-8 calcium fluorescence, antagonist; inhibition, % at 3 µM; 360,000 tested, 1.5% active; AID 624466;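 active means inhibition above a per-plate cutoff, the mean inhibition of test compounds on that plate plus 3 SD, cut at about 49% in these data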;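 further: 0% = DMSO plus EC80 beta-PEA response and 100% = DMSO alone without agonist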
Target sequence (Q96RJ0 whole entry, looked up): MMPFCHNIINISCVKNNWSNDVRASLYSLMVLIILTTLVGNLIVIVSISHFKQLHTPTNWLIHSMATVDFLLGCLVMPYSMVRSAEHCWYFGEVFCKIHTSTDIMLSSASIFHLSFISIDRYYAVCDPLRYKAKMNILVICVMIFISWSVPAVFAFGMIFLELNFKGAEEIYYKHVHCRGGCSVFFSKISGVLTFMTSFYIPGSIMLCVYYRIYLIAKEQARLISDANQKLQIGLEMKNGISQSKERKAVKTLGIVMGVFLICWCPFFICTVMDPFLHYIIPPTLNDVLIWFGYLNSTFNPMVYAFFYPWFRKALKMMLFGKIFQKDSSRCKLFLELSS
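Assay system: CHO-derived RD-HGA16 cells stably expressing human TAAR1 plus Gα16. Timing: 140 s kinetic read after compound, 140 s after agonist. Technique: kinetic Fluo-8 calcium fluorescence measurement. Measure: % inhibition of agonist calcium response.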
Active calls of the source: *; . = not tested or not shown.

SMILES,CHO-K1 Ca antag,CHO-K1 Ca ag,GPR7 antag,CHO parental Ca,V1aR counter,OXTR ag,CHO-K1 Ca PAM,OXTR potentiator,TAAR1 antagonist
O=C(COc1ccccc1Cl)N(Cc1cccs1)C1CCS(=O)(=O)C1 (stereo not drawn),-13.9,2.3,-5.7,-5.2,2.0,2.7,24.5,-6.7,-2.5
CCOCCCNC(=S)N(CCN(CC)CC)Cc1cc2cc3c(cc2[nH]c1=O)OCCO3,15.0,-0.2,-11.8,-3.7,-0.6,0.2,-21.7,-12.0,-3.2
O=C(Nc1cccc(S(=O)(=O)NCc2ccco2)c1)c1cc(-c2ccccc2)nc2ccccc12,16.1,4.6,-6.3,-5.2,0.6,1.9,-12.2,-11.3,59.0*
O=C(O)C(c1ccccc1)N1CCCCC1 (stereo not drawn),4.1,1.4,-7.6,-2.4,0.4,1.2,19.8,-1.0,-2.0
CN(C)c1nc(N)c2nccnc2n1,-2.4,1.7,.,.,.,.,23.2,.,2.3
CCOC(=O)COc1ccccc1-c1ccno1,-1.4,-0.1,3.3,-7.0,-0.4,-0.5,2.3,-1.9,-11.5
Cc1ccc(NC(=O)CSc2nnc(COc3ccc(C#N)cc3)n2-c2ccccc2)cc1C,6.1,-0.1,-3.3,-16.0,2.3,0.0,-3.5,-19.3,25.3
CCCCCNC(=O)CCn1c(=O)oc2ccccc21,-4.1,0.2,3.8,-6.0,0.4,-0.7,24.8,-11.9,-15.2
CN(C)CCNC(=O)Nc1ccc([N+](=O)[O-])cc1,-14.4,0.6,-6.7,-5.5,1.1,-0.1,12.0,4.2,-2.9
CC(=O)C1=C(C)Nc2cc(C(F)(F)F)ccc2S1,6.4,0.7,-14.9,-12.9,-0.1,-0.9,-1.7,-7.3,-4.0
CC(C)NC(=O)Nc1cccc2c1O[C@@H](CN(C)S(=O)(=O)c1ccc(F)cc1)[C@@H](C)CN([C@H](C)CO)C2=O,-8.3,0.4,.,-12.6,0.9,0.1,4.8,2.2,-10.9
COC(=O)CN(C)C1CC(=O)N(c2ccc(Cl)cc2)C1=O (stereo not drawn),4.7,0.3,9.4,-4.4,1.1,1.9,6.1,2.5,10.7
O=C1[C@@H]2Cc3c([nH]c4ccccc34)C(c3cccc([N+](=O)[O-])c3)N2C(=O)CN1CCCO (stereo partly drawn),17.0,5.5,4.1,-7.5,1.6,-0.4,-16.8,-10.5,5.7
CCOc1ccccc1C(=O)Nc1nnc(SCC(=O)Nc2cc(C)on2)s1,-10.1,0.3,-7.8,1.3,-0.5,-0.6,17.4,-7.8,-22.7
Cc1ccc(NC(=O)C(C)OC(=O)Cn2cnc3ccccc3c2=O)cc1 (stereo not drawn),-0.3,0.1,.,-12.6,0.2,-0.5,9.9,-8.3,-2.9
CC(C)c1nc2oc3c(=O)[nH]cnc3c2c2c1CCC2,-8.5,0.4,-10.8,-10.9,0.4,0.1,15.7,-11.8,-8.9
CC(=O)NN1C(=O)c2ccccc2NC1c1cccc([N+](=O)[O-])c1 (stereo not drawn),4.7,-0.4,-2.7,-0.7,0.8,-1.2,-6.8,-9.5,-2.9
O=C(CCn1c(=S)[nH]c2ccccc2c1=O)NCCc1ccc(Cl)cc1,-7.3,0.4,-1.2,-2.3,-0.7,-1.1,20.0,-6.9,-14.2
N#Cc1ccccc1S(=O)(=O)N1CCN(C(=O)Cc2coc3cc(O)ccc23)CC1,21.1,-0.5,.,-9.1,0.9,0.9,-23.5,-2.3,2.4
CC(=O)Cc1nsc(Nc2ccc(Cl)cc2)n1,-13.6,1.7,-7.3,-3.9,-0.3,-0.8,20.4,3.9,-24.4
O=C(Nc1cccc(S(=O)(=O)NCc2ccco2)c1)c1ccc(Cl)cc1,-9.6,4.2,.,-6.3,4.9,3.3,6.9,-7.9,12.3
CCc1cc2cc(OC)ccc2nc1SCC(=O)NNC(=O)c1ccco1,19.3,-0.8,0.6,-4.6,0.7,-1.5,-12.1,-3.6,-4.3
C=CCN1CC(C(=O)N2CCC(Cc3ccc(Cl)cc3)(C(=O)OCC)CC2)CC1=O (stereo not drawn),-8.2,1.6,-6.0,-19.7,-0.1,1.1,-25.3,-4.7,-16.9
Cc1c(NC(=O)c2ccc(NS(=O)(=O)c3cccc([N+](=O)[O-])c3)cc2)c(=O)n(-c2ccccc2)n1C,-13.0,0.5,.,.,.,.,12.8,.,-3.5
CC1CCCC(NC(=O)CNC(=S)N(Cc2ccccc2)Cc2cccs2)C1C (stereo not drawn),1.3,-0.4,21.6*,-14.7,1.3,-1.8,-5.2,-28.4,0.1

Complete entries from above. Screens in order: CHO-K1 Ca antag | CHO-K1 Ca ag | GPR7 antag | CHO parental Ca | V1aR counter | OXTR ag | CHO-K1 Ca PAM | OXTR potentiator | TAAR1 antagonist
`CCOc1ccccc1C(=O)Nc1nnc(SCC(=O)Nc2cc(C)on2)s1` in the list: -10.1 | 0.3 | -7.8 | 1.3 | -0.5 | -0.6 | 17.4 | -7.8 | -22.7
`O=C(O)C(c1ccccc1)N1CCCCC1` (stereo not drawn) in the list: 4.1 | 1.4 | -7.6 | -2.4 | 0.4 | 1.2 | 19.8 | -1.0 | -2.0

Other results follow:
SMILES,CHO-K1 Ca antag,CHO-K1 Ca ag,GPR7 antag,CHO parental Ca,V1aR counter,OXTR ag,CHO-K1 Ca PAM,OXTR potentiator,TAAR1 antagonist
O=C(O)c1ccc(N/N=C/c2cccc3cccnc23)cc1,-10.2,0.5,-2.2,2.5,0.5,2.3,2.1,-2.6,6.0
CCOC(=O)C1=C(C(F)(F)F)Nc2ncnn2C1c1cc(OC)ccc1OC (stereo not drawn),-5.8,0.1,-4.0,-12.3,0.6,-0.1,19.6,-1.4,-27.4
CCOC(=O)/C=C1\CN(Cc2cc(OC)c(OC)c(OC)c2)S(=O)(=O)c2ccccc21,-15.5,0.1,1.7,-11.8,1.1,1.7,19.1,-10.9,6.0
c1ccc(Cc2ccc(OCCCNC3CCCC3)cc2)cc1,.,.,15.0,-5.4,2.4,5.8,.,-11.4,.
CCOc1ccc(-n2c(Cc3cc(=O)[nH]c(=O)[nH]3)nnc2SCc2cccnc2)cc1,-4.0,-0.4,-9.9,1.0,0.2,1.1,0.3,2.8,7.0
Cc1cc(=S)[nH]c2c(C)cccc12,22.2,-0.3,6.1,-10.6,2.3,2.4,-6.4,2.7,-13.8
CCC(C(=O)NCCc1c[nH]c2cc(OC)ccc12)c1ccccc1 (stereo not drawn),-11.3,1.5,-6.9,-24.3,0.2,0.2,-13.1,-11.2,2.7
COc1ccc(-c2noc3c2-c2nc(C(C)C)sc2CC3)cc1,-20.4,0.4,.,-66.1,0.1,0.4,28.1,-10.4,-2.0
N#Cc1cnn(-c2cccc(Cl)c2)c1N,-4.2,0.1,-6.6,-8.0,0.1,0.0,-0.3,-8.3,0.7
CCOc1ccc(N(CC(=O)NC2CCCCC2)C(=O)CNC(=O)c2ccco2)cc1,-6.9,-0.1,-9.0,-10.0,0.9,1.0,6.0,-3.8,-11.7
Cc1cc(C)c2nc(N(CCN(C)C)C(=O)/C=C/c3cccs3)sc2c1,-10.3,2.1,16.2,3.9,3.5,3.8,-4.3,-8.8,-3.6
Cc1ccc(C(OCC(O)CNC(CO)C(O)c2ccc([N+](=O)[O-])cc2)c2ccccc2)cc1 (stereo not drawn),1.1,11.1,33.0,-2.0,6.0,6.7,19.9,-7.7,22.8
CN(C)CCOc1cccc(Br)c1,-2.0,-0.1,1.3,-3.7,2.5,1.6,-0.4,0.1,1.8
CN(C(=O)c1cnccn1)c1c(N)n(Cc2ccccc2)c(=O)[nH]c1=O,-14.4,1.6,.,-5.0,0.6,-0.1,8.9,-1.0,-5.1
Fc1ccc(CSc2nncn2NC/C=C/c2ccccc2)cc1,-1.3,0.9,-13.0,-17.3,3.6,4.1,13.7,-3.4,-25.7
CC(C)[C@H](NC(=O)OC(C)(C)C)C(=O)N/N=C/c1cccc2nccnc12,-7.3,0.0,-2.8,-17.4,-1.4,-0.4,19.4,-3.0,4.7
O=C(COC(=O)c1ccc(S(=O)(=O)Nc2ccccc2)cc1)NC1CCCC1,2.0,2.2,26.6,-8.3,5.9,4.5,4.0,-15.9,3.4
C1=CC2CC1CC2CN1CCN(Cc2ccccc2)CC1 (stereo not drawn),10.5,-0.1,-1.5,-22.4,4.3,0.5,-4.2,-12.6,10.6
Cc1c(C(=O)NCc2ccccc2CN2CCCC2)oc2ccc(F)cc12,-14.7,1.5,.,-28.1,0.1,-0.1,10.2,-2.6,-8.5
Cc1ccc(C(=O)O)cc1N1C(=O)c2cccc3c([N+](=O)[O-])ccc(c23)C1=O,9.0,1.0,-13.2,0.1,1.4,2.0,-3.9,-0.5,-15.6
Cc1ccc(S(=O)(=O)N(C)C)cc1NC(=S)NCc1ccco1,-12.6,1.2,3.5,-12.1,0.8,0.0,1.0,-15.7,-9.9
CCCCCCCCCC(=O)N[C@H](CN1CCOCC1)[C@H](O)c1ccccc1,-5.0,0.5,.,-9.1,1.6,1.7,10.8,0.1,-2.9
Cc1ccc(/C=N\NC(=O)C2CN(S(=O)(=O)c3ccccc3)CCN2S(=O)(=O)c2ccccc2)cc1 (stereo not drawn),10.9,0.0,-14.0,-28.4,-0.6,-2.2,-2.4,-6.5,-15.2
COc1cccc(/C=N\NC(=O)Cn2nnc3ccccc32)c1O,13.2,-0.5,-3.2,-3.2,1.4,0.0,-16.1,-16.0,-6.2
COC(=O)Nc1ccc(S(=O)(=O)N2CCCC(C(=O)NCC3CCCO3)C2)cc1 (stereo not drawn),-4.8,0.1,.,5.0,0.0,1.2,-15.5,-4.8,-1.2
O=C(NN1C(=O)C2C3C=CC(O3)C2C1=O)c1ccccc1 (stereo not drawn),-9.4,1.6,1.8,-12.1,0.4,1.8,27.9,-4.8,-6.2
N#Cc1nc(-c2ccccc2F)oc1NCCc1ccccc1,7.9,1.1,-8.6,-3.1,-0.2,-1.7,11.7,-3.6,11.4
O=C(NCc1ccccn1)[C@@H]1CCCN1C(=O)[C@@H]1CCCN1C(=O)c1cccc(Cl)c1,-19.8,0.3,.,.,.,.,11.5,.,-12.6
O=C(CCCCC(=O)Nc1ccccc1Cl)Nc1ccccc1Cl,3.2,-0.8,-7.1,-0.7,0.8,-0.4,2.5,-13.8,-12.5
CCN(CC)C(=O)c1cc2c(=O)n3cccc(C)c3nc2s1,-9.2,3.1,-17.7,-18.9,1.0,-1.6,3.6,-12.3,-13.0
Cc1ccc(NC(=O)Cn2cnc3sc(C(=O)NCc4ccco4)c(C)c3c2=O)cc1Cl,-8.0,1.4,13.1,1.7,1.1,3.0,20.1,-7.7,2.6
O=C(CN1CCC(n2nnc3cc(F)ccc32)CC1)NCCc1ccccc1,-4.6,0.7,-11.8,-11.4,0.1,-0.3,11.2,-13.2,-10.9

High-throughput results deposited in PubChem BioAssay by The Scripps Research Institute Molecular Screening Center.
